TWEAK Fn14 block – TWEAK-Fn14 signaling inhibition. inhibition, % at 10 µM. TWEAK-stimulated Fn14 reporter cells, luciferase luminescence, 8 h. 2% of 360,000 active; in the data active = inhibition above about 50%
NR2E3 ag-1 – activates human NR2E3 receptor; CHO-S Gal4-NCOR/VP16-NR2E3 two-hybrid, luciferase; inhibition of corepressor binding, % at 3.98 µM; 0.35% of 360,000 active; AID 602229;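 active = inhibition above the mean of all tested compounds plus 3 SD, cut at about 70% in these data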;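 also: 0% = DMSO with NR2E3 transfected cells and 100% = cells lacking NR2E3 construct; higher means lower luciferase signal from less NR2E3 corepressor binding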
Target sequence (Q9Y5X4 whole entry, looked up, the tested form may be a part): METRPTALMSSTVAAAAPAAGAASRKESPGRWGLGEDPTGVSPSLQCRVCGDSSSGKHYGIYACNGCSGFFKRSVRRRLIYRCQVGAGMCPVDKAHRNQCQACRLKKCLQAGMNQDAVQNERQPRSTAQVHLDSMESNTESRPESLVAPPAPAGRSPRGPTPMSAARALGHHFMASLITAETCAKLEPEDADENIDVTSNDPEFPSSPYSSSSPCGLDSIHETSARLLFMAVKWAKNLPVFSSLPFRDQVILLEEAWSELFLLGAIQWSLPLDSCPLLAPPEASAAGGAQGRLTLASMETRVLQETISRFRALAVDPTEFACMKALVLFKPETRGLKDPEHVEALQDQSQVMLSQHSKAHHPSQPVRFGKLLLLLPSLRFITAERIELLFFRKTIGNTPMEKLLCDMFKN
KKLEB tox – reduces viability of KKLEB cystic fibrosis airway cells; activity change (cytotoxicity), % at 5 µM; AID 602141; KKLEB CF airway cells viability, ATPlite luminescence, overnight; active compounds read low; cells stimulated with P. aeruginosa culture filtrate; 0.36% of 360,000 active;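 active = corrected activity change at or below -50% at 5 µM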
TROY NFkB inh – TROY signaling inhibition. Q293 LMP1-TROYcd NF-kB luciferase reporter, 4 h. inhibition, % at 10 µM. 0.98% of 360,000 active. AID 1347056;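 active = compounds whose plate-normalised and pattern-corrected inhibition of the luciferase reporter signal at the single screening dose is 50% or more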
Shn3 inh set2 – Schnurri-3 reporter inhibition in Clone20 osteoblasts; Clone20 osteoblast Shn3 3'UTR firefly luciferase, 24 h; inhibition, % at 12.5 µM; 0.52% of 360,000 active; AID 588674;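 active = mean inhibition of at least 75% with every replicate also reaching 75%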;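 also: 0% = median of neutral control wells and 100% = pilot-screen positive control compound; some compounds past the cut are filed as inactive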
HIF-2a inh – HIF-2a inhibition; 786-0 RCC cells HIF-2a reporter, luciferase luminescence, overnight; inhibition, % at 18.8 µM; 0.72% of 360,000 active; AID 624352;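 active = inhibition of the luminescence signal of 40% or more relative to plate controls, in a single-dose primary screen at 18.75 µM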
C8 TRAIL sens – sensitizes caspase-8 expressing cells to TRAIL; NB7+C8 cells + TRAIL, ATPlite viability luminescence; AID 624354; inhibition (viability loss, TRAIL sensitization), % at 10 µM; 1% of 360,000 active;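 active = compounds causing at least 50% loss of cell viability in the single-dose screen, relative to plate controls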
Peg3 prom inh – inhibitors of Peg3 promoter; inhibition, % at 20 µM; HeLa PEG-Prom luciferase reporter, luminescence, overnight; 1.7% of 360,000 active; AID 588405;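 active = inhibition of at least 50% at 20 µM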
CF NFkB block – cystic fibrosis NF-kB activation inhibition. KKLEB NF-kB-GFP reporter, PAF-induced, GFP fluorescence overnight. inhibition, % at 5 µM. 0.86% of 360,000 active. AID 588850;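 active = at least 50% inhibition at 5 µM, scaled per plate between neutral and stimulator controls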;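 also: PAF is a Pseudomonas aeruginosa culture filtrate used as stimulus; plate controls were PAF-stimulated DMSO wells for no effect and unstimulated DMSO wells for full effect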
MITF TRPM1 inh – inhibitors of MITF-driven TRPM1 promoter in melanoma cells; SK-MEL-5 TRPM1 promoter luciferase, 24 h; inhibition, % at 12.5 µM; 0.83% of 330,000 active; AID 488899;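 active = mean inhibition across replicates of 60% or more, whatever share of single replicates reaches that level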; also: values of inactives mirror those of a sister screen read the other way
NR2E3 ag-2 – agonists of human nuclear receptor NR2E3. Q9Y5X4. GST-NR2E3/biotin-RetCOR TR-FRET, 1536-well. inhibition of corepressor binding, % at 4.78 µM. 0.12% of 320,000 active. AID 2300;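 active = percent inhibition above the cutoff of mean plus 3 SD of all tested compounds, set per screening campaign, cut at about 20% in these data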;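 also: 0% = DMSO wells and 100% = biotin wells as full block of FRET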
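System: GST-NR2E3 and biotin-RetCOR proteins; probe or stimulus: 7 nM biotin-RetCOR; doses: compound at 4.8 µM, single dose; schedule: Compound–protein incubation for 5 h at 4 °C; detection: time-resolved FRET; read-out: percent inhibition; controls: biotin wells as high control, 0.6% DMSO wells as low control; format: 1536-well plates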
An asterisk follows results filed as active; nt = not tested or not shown. Only part of the results is shown; count on the stated rates, not on these rows.

Start of the data: the first two entries (preview)
Values run as follows: TWEAK Fn14 block	NR2E3 ag-1	KKLEB tox	TROY NFkB inh	Shn3 inh set2	HIF-2a inh	C8 TRAIL sens	Peg3 prom inh	CF NFkB block	MITF TRPM1 inh	NR2E3 ag-2
CCCn1c(CCC(=O)O)ccc1-c1cccs1
  2	-10	11	8	6	14	-23	15	-9	8	-1
C=CCNC(=O)COC(=O)CCC(=O)c1cccs1
  -1	-18	-6	12	17	12	0	-4	0	3	3

This part in full, previewed entries included:
Values run as follows: TWEAK Fn14 block	NR2E3 ag-1	KKLEB tox	TROY NFkB inh	Shn3 inh set2	HIF-2a inh	C8 TRAIL sens	Peg3 prom inh	CF NFkB block	MITF TRPM1 inh	NR2E3 ag-2
CCCn1c(CCC(=O)O)ccc1-c1cccs1
  2	-10	11	8	6	14	-23	15	-9	8	-1
C=CCNC(=O)COC(=O)CCC(=O)c1cccs1
  -1	-18	-6	12	17	12	0	-4	0	3	3
COc1ccc(B(O)O)c(CN2CCN(C(=O)OC(C)(C)C)CC2)c1
  23	-25	12	0	-36	-2	3	-6	0	-4	nt
O=C(c1ccco1)N1CCN(C(=O)c2cccc3c2C(=O)N(Cc2cccnc2)C3)CC1
  6	-18	16	10	-12	1	-6	15	-10	nt	3
O=C(CC1C(=O)NCCN1Cc1ccc(F)c(F)c1)NCCn1cccn1 (stereo not drawn)
  5	-17	3	20	4	2	-15	1	5	-3	4
O=C(NCc1ccc(Cl)cc1)c1ncn[nH]1
  4	-12	2	-1	8	10	-11	1	2	18	1
Cc1cc2c(c(=O)n1CCN(C)C)C(c1ccc(Br)cc1)C(C#N)=C(N)O2 (stereo not drawn)
  -14	-7	1	-5	7	-10	-4	20	2	0	0
O=C(CNS(=O)(=O)c1cccc2nsnc12)NC1CCCCC1
  -1	-18	-2	2	5	11	17	5	3	0	-1
N#Cc1nc(-c2ccc(F)cc2)oc1N1CCN(C(=O)c2ccco2)CC1
  -9	-5	-6	3	-10	2	9	8	-18	5	-3
O=C(O)c1ccc2ccc3ccccc3c2c1
  0	-2	-1	-5	nt	7	8	13	0	nt	-3
COc1ccc(CCNC(=O)C(=O)NCC2OCCN2S(=O)(=O)c2cc(F)ccc2F)cc1 (stereo not drawn)
  11	10	3	19	-2	-2	10	26	13	nt	1
Cc1cccc(-n2nnc(C(=O)NCc3ccccc3)c2N)c1
  6	-34	-2	-9	-9	-49	-2	-32	0	-19	1
CCCCOc1ccc(-c2nnn(CC(=O)NCCc3c[nH]c4ccccc34)n2)cc1
  8	-37	7	5	-8	-90	0	-151	-20	-19	-2
CN(CC(=O)NC(=O)NC1CCCCC1)CC(=O)Nc1ccc(Cl)cc1
  -15	9	-22	16	8	10	-13	28	11	-3	1
O=C1c2ccccc2C(Nc2ccc3c(c2)OCCO3)N1Cc1ccc2c(c1)OCO2 (stereo not drawn)
  74*	11	8	63*	15	16	-10	2	9	nt	0
O=C(Cn1cnc(S(=O)(=O)N2CCCCC2)c1)N1CCN(c2ccc([N+](=O)[O-])cc2)CC1
  -3	-28	1	4	-7	-1	-28	4	-3	0	0
CCCC(=O)Nc1cc(-c2nc3ncccc3o2)ccc1C
  -10	-7	-5	-4	7	-16	-3	-25	-8	10	2
Cc1cccc(NC(=O)CSCC(=O)Nc2ccc(N3CCOCC3)cc2N2CCOCC2)c1
  -1	-27	25	8	18	8	-3	3	-15	nt	nt
CC(=O)c1cnc(Nc2ccccc2)s1
  -19	-23	6	-14	-11	-55	-2	-53	1	-9	2
S=C(NCCCN1CCOCC1)N(Cc1ccccc1)Cc1ccccc1
  15	-1	-1	9	-3	4	6	12	4	-9	-2
Cc1ccc(NC(=S)N2CCN(C(=O)C3CCCO3)CC2)cc1 (stereo not drawn)
  8	4	13	-22	28	0	0	-4	-31	-2	1
CN(C)c1ccc(NC(=O)Nc2ccc3snnc3c2)cc1
  -16	-49	7	-4	-12	-209	3	-318	-6	-63	-7
COc1ccc(C(=O)Cn2nnc(-c3ccccc3NC(=O)C(F)(F)F)n2)cc1
  9	-22	3	-6	9	-32	20	-26	-13	2	-1
CCOC(=O)c1cnc2ccc(OC)cc2c1Nc1ccc2c(c1)OCCO2
  34	-31	2	33	42	-5	15	30	-10	-1	2
O=C(C[n+]1ccccc1)c1ccc(-c2ccccc2)cc1
  -20	12	-23	-65	-30	9	21	-8	-8	6	0
Cc1nc2nc(SCC(=O)N3CCOCC3)nn2c(C)c1Cc1c(F)cccc1Cl
  -6	22	7	0	9	-14	-9	-2	-17	-13	0
C#CCn1c(=NC(=O)c2ccc(S(=O)(=O)N3CCCc4ccccc43)cc2)sc2cc(S(N)(=O)=O)ccc21
  11	-42	-4	7	5	24	-12	25	24	6	-2
Nc1c(Cl)cc(S(N)(=O)=O)cc1S(N)(=O)=O
  -3	-18	3	9	-28	23	9	-15	-9	-3	nt
O=C(NC12CC3CC(CC(C3)C1)C2)C1CC(=O)N(c2ccccc2)C1 (stereo not drawn)
  3	0	4	-6	-1	19	-5	3	2	1	5
CC1CCC(Nc2nnnn2-c2ccccc2)CC1 (stereo not drawn)
  0	-40	0	1	6	-17	5	-23	3	-5	4
CC(C)(C)C(=O)CNS(=O)(=O)c1ccc(S(=O)(=O)NC2CC2)cc1
  -1	-9	8	-8	4	14	-13	4	-13	-2	0
CCN(CC)C(=O)[C@H]1CC(CC(=O)NCC23CC4CC(CC(C4)C2)C3)C(=O)N2CCc3c([nH]c4ccc(OC)cc34)[C@]12C (stereo partly drawn)
  14	-20	-5	-1	45	-4	3	-1	31	5	nt
COc1ccccc1-c1cn[nH]c1-c1ccc(OCC(=O)NN)cc1O
  5	-8	-17	-14	18	9	-25	1	-4	11	0
COc1ccc(-n2c(=S)[nH]c3ccccc3c2=S)cc1
  17	2	-1	-11	-8	32	-18	3	-20	9	1
COc1cc(CN(C)Cc2cc(=O)n3ccsc3n2)ccc1OC(F)F
  8	10	15	4	62	12	10	26	7	13	-1
CCOc1ccccc1C(=O)OCC(=O)NCc1ccc2c(c1)OCO2
  -6	-5	-8	-41	-7	0	-3	-8	7	-11	nt
CCOc1cc(/C=C/c2nc3ccccc3c(=O)[nH]2)ccc1O
  31	-89	-5	-49	-58	-216	15	-170	0	-72	-1
CCOc1ccccc1N1CCN(C(=O)C2CSC3(C)CCC(=O)N23)CC1 (stereo not drawn)
  -3	6	4	9	7	11	-10	-7	-15	nt	1
COc1ccccc1NC(=O)CSc1nnc(C)s1
  3	-37	2	5	-8	-2	9	11	-12	-4	nt
C=CCOC(=O)C1=C(C)N(C)C(=O)NC1c1cc2c(cc1Br)OCO2 (stereo not drawn)
  90*	-22	3	82*	-3	24	-11	67*	-4	-2	4
O=C1NC[C@H](CCCCN2CCN(CCc3ccc(O)cc3)C(=O)C2=O)N(CCc2ccc(O)cc2)C1=O
  7	-19	nt	-13	nt	10	-23	nt	nt	nt	nt
COc1ccc(N2CCN(c3oc(-c4ccc(OC)c(OC)c4)nc3C#N)CC2)cc1
  -21	-8	6	nt	-27	6	1	24	-2	12	2
Cc1csc(Nc2nc(N)c(C(=O)Nc3ccccc3)o2)n1
  14	-18	8	-45	-59	-315	-17	-246	20	-96	0
CCOC(=O)c1c(C)nc(-c2ccccc2)nc1N
  10	-93	9	-61	-51	-225	21	-287	-7	-21	4
CCC(=O)c1cn(CC(=O)Nc2ccc(OC)cc2)c2ccccc12
  -3	-7	-15	17	-37	14	5	8	20	15	-1
COc1cc(/C=C2\NC(=O)NC2=O)cc(Br)c1OC
  31	-13	-2	-6	17	12	-2	7	9	-1	0
CCN(C(=O)COC(=O)c1cccs1)c1c(N)n(Cc2ccccc2)c(=O)[nH]c1=O
  10	11	4	-11	-8	16	-4	11	4	3	1
COc1ccccc1C(=O)NCCC(=O)N(Cc1ccco1)Cc1cccs1
  13	-16	16	-10	2	12	7	13	1	3	2
O=C1CCC(=O)O1
  7	4	8	10	-10	-2	-3	-3	-22	5	-1
COc1ccc2sc(-c3ccccc3OC)c(C#Cc3cncn3C)c2c1
  2	16	-7	-13	-8	1	15	14	17	-10	nt
COC(=O)c1ccccc1NC(=S)NC(=O)c1ccc2ccccc2c1
  6	-23	-4	-2	6	-13	-6	-11	4	-9	-3
COc1nc(-c2ccccc2)ccc1-c1noc(-c2cccnc2)n1
  -9	-9	10	-33	-6	-78	2	-129	1	-45	1
CCCCn1c(N)c(N(CCOC)C(=O)C2CCN(S(=O)(=O)c3ccc(C)c(C)c3)CC2)c(=O)[nH]c1=O
  -5	18	-6	-9	11	3	-4	6	0	1	1
COc1ccccc1CNC(=O)c1cc2ccccc2o1
  -6	-2	8	-20	-11	-41	2	-25	-18	4	0
Cc1ccc(/C=N/Nc2nnc(Cl)c3ccccc23)cc1
  -3	-68	-48	-58	-54	-197	86*	-184	-33	-9	4
CCOC(=O)c1ccc(N2Cc3ccccc3C2=NC(=O)c2cccs2)cc1
  -20	-43	-1	-40	-20	-173	39	-289	-31	-109	nt
CC1CCN(CCCNS(=O)(=O)c2ccc3c(c2)CCN3C(=O)C2CC2)CC1
  -10	-22	-4	14	-26	9	-13	7	-9	-6	-1
O=C(Nc1ccccc1C(=O)NCCCn1ccnc1)c1ccccc1
  7	-15	-2	-5	-2	3	0	2	-1	-2	-4
CC(C)(C)c1ccc(C2=CSC3=NCCN23)cc1
  -35	2	-1	-5	34	6	-7	-1	-1	7	5
Cc1nn(-c2ccccc2)c(N2CCCC2)c1/C=N/n1cnc2scc(-c3ccccc3)c2c1=O
  48	11	-18	12	4	23	28	13	45	9	0

(list continues)
Values run as follows: TWEAK Fn14 block	NR2E3 ag-1	KKLEB tox	TROY NFkB inh	Shn3 inh set2	HIF-2a inh	C8 TRAIL sens	Peg3 prom inh	CF NFkB block	MITF TRPM1 inh	NR2E3 ag-2
Cn1c(=O)c2c(-c3ccccc3)n(-c3cc(Cl)c([N+](=O)[O-])cc3O)cc2n(C)c1=O
  4	3	-2	1	-45	-7	-7	11	16	nt	nt
CC(C)NC(=O)CSc1nnc(-c2ccc(S(=O)(=O)N3CCCC3)cc2)n1CC1CCCO1 (stereo not drawn)
  0	-15	-5	17	-4	7	-10	7	4	-8	1
COc1ccccc1C1Nc2ccccc2NC2=C1C(=O)CC(C)(C)C2 (stereo not drawn)
  4	-13	-1	-2	-32	17	-5	5	1	-19	1
O=C(Cn1c(=O)n(CC(=O)N2CCCCC2)c(=O)c2sccc21)NCc1ccccc1
  13	-46	-2	-5	-3	-1	8	8	-22	14	-2
CCOc1cc(NC(=O)c2ccco2)c(OCC)cc1NC(=O)Cc1ccc(OC)c(OC)c1
  -5	-36	-4	-3	11	23	-14	32	12	5	0
COc1ccccc1CNc1ccc(N2CCCCC2)cc1
  4	-25	0	-24	5	-153	18	-78	6	-30	2
CCOc1ccc(CN(C)C(=O)Cc2c[nH]c3ccccc23)cc1
  3	-5	-1	-22	-10	-11	3	-12	-7	8	nt

Screens from PubChem BioAssay.
